Screening results from PubChem.
KDM5B inhibitor = inhibitors of human KDM5B histone demethylase. Q9UGL1. KDM5B demethylase, FDH-coupled NADH fluorescence (FDH is formaldehyde dehydrogenase). Potency, µM (top dose mostly 57.7 µM), without a hit: at the top dose activity change, negative = inhibition, most hits filed as inhibitors. actives 2.6% (n = 220,000); active = well fitted inhibition curve with a large enough effect; inconclusive = small, poorly fitted or top-dose-only effect; inactive = no such curve, though single readings can be large or run the other way; note: 0% is about no effect; nearly all actives have a fitted effect of over 70% in size
Target sequence (Q9UGL1 whole entry, looked up): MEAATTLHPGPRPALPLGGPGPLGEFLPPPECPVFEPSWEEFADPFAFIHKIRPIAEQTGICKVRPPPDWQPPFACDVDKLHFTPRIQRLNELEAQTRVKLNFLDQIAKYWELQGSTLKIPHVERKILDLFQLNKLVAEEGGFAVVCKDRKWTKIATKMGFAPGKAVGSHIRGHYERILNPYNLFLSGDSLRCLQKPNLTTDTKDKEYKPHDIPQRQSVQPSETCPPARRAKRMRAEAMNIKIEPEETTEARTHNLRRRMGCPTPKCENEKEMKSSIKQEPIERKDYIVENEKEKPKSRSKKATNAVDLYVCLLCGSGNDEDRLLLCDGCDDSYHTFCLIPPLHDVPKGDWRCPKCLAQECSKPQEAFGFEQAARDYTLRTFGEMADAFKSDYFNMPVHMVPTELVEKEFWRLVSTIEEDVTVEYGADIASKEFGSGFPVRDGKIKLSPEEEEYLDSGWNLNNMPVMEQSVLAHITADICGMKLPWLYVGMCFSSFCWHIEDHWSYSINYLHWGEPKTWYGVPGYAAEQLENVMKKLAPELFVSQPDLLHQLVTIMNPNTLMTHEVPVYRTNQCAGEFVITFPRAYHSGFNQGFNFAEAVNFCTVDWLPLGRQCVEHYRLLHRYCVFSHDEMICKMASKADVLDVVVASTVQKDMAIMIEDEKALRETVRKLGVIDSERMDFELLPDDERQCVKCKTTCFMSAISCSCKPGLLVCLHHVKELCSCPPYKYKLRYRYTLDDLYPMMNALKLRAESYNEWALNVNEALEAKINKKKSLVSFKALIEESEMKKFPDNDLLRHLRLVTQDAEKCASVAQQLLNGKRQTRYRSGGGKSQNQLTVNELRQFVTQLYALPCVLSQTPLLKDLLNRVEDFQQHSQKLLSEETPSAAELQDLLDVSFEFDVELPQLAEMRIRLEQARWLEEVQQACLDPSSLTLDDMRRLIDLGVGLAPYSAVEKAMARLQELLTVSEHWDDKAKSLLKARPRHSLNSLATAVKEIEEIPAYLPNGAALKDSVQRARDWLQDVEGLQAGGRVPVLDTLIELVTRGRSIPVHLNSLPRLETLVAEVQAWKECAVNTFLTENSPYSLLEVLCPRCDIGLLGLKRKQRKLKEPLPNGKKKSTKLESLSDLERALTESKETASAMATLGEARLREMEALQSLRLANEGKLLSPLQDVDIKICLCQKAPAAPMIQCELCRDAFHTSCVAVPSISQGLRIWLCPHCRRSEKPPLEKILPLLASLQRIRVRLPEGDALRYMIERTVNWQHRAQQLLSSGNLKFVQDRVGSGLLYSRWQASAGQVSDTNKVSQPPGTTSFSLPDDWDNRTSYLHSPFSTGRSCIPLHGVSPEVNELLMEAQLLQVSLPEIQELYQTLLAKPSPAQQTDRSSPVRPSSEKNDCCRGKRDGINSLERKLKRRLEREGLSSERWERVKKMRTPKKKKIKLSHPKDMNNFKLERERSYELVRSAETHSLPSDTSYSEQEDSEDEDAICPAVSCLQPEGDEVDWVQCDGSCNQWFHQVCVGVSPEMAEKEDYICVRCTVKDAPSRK
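Measured: NADH fluorescence change, 30 min, RT. System: KDM5BΔAP 200 nM final, H3K4me3 peptide, α-KG, Fe(II), ascorbate, NAD⁺ plus FDH, pH 7.5 HEPES. Compounds: titrated, 10 min pre-incubation with enzyme.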
The depositor's hits bear a star; i = inactive; ? = inconclusive; [ ] = dose if it differs, or a comment. Potency is the fitted concentration of half-maximal effect. These rows are one share of the data. The share of hits here may be higher or lower than overall.

KDM5B inhibitor	Compound
-9%	N#Cc1ccc(NC(=O)CCNC(=O)c2ccccc2)c(C(F)(F)F)c1
-4%	Cc1cc(C(F)F)n2nc(C(=O)Nc3cccc(Cl)c3C)nc2n1
-22%	O=C(c1ccc(F)cc1)N1CCC2(CC1)CC(N(Cc1ccc(F)cc1)C1CC1)CCO2 (stereo unspecified)
4%	FC(F)(F)c1ccc(CCNC(=S)NC2CC3CCC2C3)cc1 (stereo unspecified)
14%	CNCCCNC(=O)/C=N/O
-2%	CCc1cccc(C)c1NC(=O)c1cc(S(=O)(=O)N2CCCCCC2)cn1C
?	CCOC(=O)C(=O)CC(=O)c1ccc(Cl)c(Cl)c1
-4%	O=C(CCc1ncc(-c2ccccc2F)o1)Nc1ccccn1
29%	O=C(CN1C(=O)NC2(CCCCC2)C1=O)Nc1ccc(F)cc1F
-4%[86.2 µM]	COC[C@H]1C[C@@H](NC(=O)c2cc(C)oc2C(F)(F)F)[C@H](O)[C@@H]1O
6%	Cc1noc(C)c1CC(=O)N1CCCC(c2nn(C)c(=O)n2-c2ccccc2)C1 (stereo unspecified)
-6%[86.2 µM]	O=C(c1cccnc1)N1C[C@@H]2OCC(=O)N(Cc3ccncc3)[C@@H]2C1
67%[activator]	O=c1[nH]c(-c2ccccc2)ncc1Oc1ccccc1
14%[11.5 µM]	CCc1ccc2oc(C(=O)Nc3cccc(C(F)(F)F)c3)cc(=O)c2c1
8%	Cc1cccc(C)c1NC(=O)CCn1cnc2c1c(=O)n(C)c(=O)n2C
-1%	O=C(Nc1cc(=O)[nH]c2nc(C(F)(F)F)nn12)c1ccc(Cl)cc1Cl
-16%	Cc1ccc(NC(=O)Cn2c(-c3cncs3)nc3ccccc32)c(Br)c1
4%	COC(=O)c1c(COc2ccc(C)nc2[N+](=O)[O-])nc2ccccc2c1-c1ccccc1
?	COc1ccc2nc([C@H]3CCN(Cc4cccc(Cl)c4)C3)[nH]c2c1
-4%	N/C(=N\OC(=O)Nc1ccccc1)c1ncc([N+](=O)[O-])s1
6%	CC(/C=C/c1ccccc1)=N/Nc1ccc([N+](=O)[O-])cc1
?	COc1cc2[nH]c(=O)n(CCCCCC(=O)N3CCN(c4ccc(Cl)cc4)CC3)c(=O)c2cc1OC
14%	CCOC(=O)/C(C#N)=C\c1cc(Cl)c(OC)c(OCC)c1
-8%	COc1ccc(OCc2nc(C)c(CCO)c(=O)n2CC(=O)Nc2ccc(C)c(C)c2)cc1
?	CCCN1C(=O)C(CC(=O)N2CCCC2)Sc2ncccc21 (stereo unspecified)
-11%[86.2 µM]	CC[C@H]1CN(C(=O)C(C)(C)C)CC[C@H]1CC(=O)NCc1ccco1
5%	Cc1ccc(NC(=O)c2ccc(CNS(=O)(=O)c3ccc4c(c3)C(C)(C)C(=O)N4C)cc2)cc1
?	O=C(NNC(=O)c1cc2ccccc2cc1O)c1cccs1
2%	COc1ccc(S(=O)(=O)Nc2ccc(F)c(F)c2)cc1C(=O)N1CCOCC1
13%	N#C/C(=C/c1ccc(OCc2ccccc2C#N)cc1)c1cccc(F)c1
-15%	Cc1ccccc1C(=O)N(Cc1nc(-c2ccc(Cl)cc2)no1)C(C)C
-30%	COc1cccc(-n2cc(C(=O)O)c3c2C(c2cccc(OC)c2OC)CC(=O)N3)c1 (stereo unspecified)
0%	Cc1ccc(C(=O)NCC(=O)NCCCc2ccccc2)s1
-6%	CN(CC1CCOC1)C(=O)c1ccc(F)c(F)c1 (stereo unspecified)
-28%	O=C(c1csc2nc(-c3ccc(C(F)(F)F)cc3)cn12)N1CCN2CCCC2C1 (stereo unspecified)
18%	COc1ccc(C(=O)C(C)Oc2ccc(C)c(C)c2)cc1 (stereo unspecified)
?	CCn1nc(-c2ccc3c(c2)OCO3)nc1N(C)C
-9%	N=c1c2c3c(sc2ncn1N)CCC3
0%	C=CCc1ccccc1OCC(O)CN1CCOCC1 (stereo unspecified)
9%	Cc1ccc(NC(=O)C2CCN(c3cc(C(F)(F)F)ncn3)CC2)cc1F
?	CCOc1ccc(C(=O)/C=C/c2cn(CC(O)CN3CCCCCC3)c3ccccc23)cc1 (stereo unspecified)
-50%	Cc1ccc(C(=O)COC(=O)C(CC(C)C)NC(=O)C2CCC(C)CC2)cc1 (stereo unspecified)
-8%	Cc1c(Cl)cccc1NC(=O)c1ccc2c(c1)CCCN2S(C)(=O)=O
-29%	CC(=O)c1ccc(N2CCN(S(=O)(=O)c3ccc(-c4cc(C)no4)s3)CC2)cc1
?	CC(=O)c1cccc(NC(=O)CCc2nc3cccnc3n2Cc2cccs2)c1
-6%	Cc1cccc(-c2noc(-c3cccc(Br)c3)n2)c1
-7%	CCc1ccc2oc(C(=O)Nc3ccc(NC(C)=O)cc3)cc(=O)c2c1
?	COc1cc(C)cc2oc(=O)c(CC(=O)NCc3ccco3)c(C)c12
5%	Cc1ccc(C)c(NCc2cc3cccc(C)c3[nH]c2=O)c1
-3%	Cn1cnnc1-c1nn(C)c2c1CN(C(=O)c1n[nH]c3ccccc13)CC2

(listing goes on)
KDM5B inhibitor	Compound
0%	O=C(OCC(=O)c1ccc[nH]1)c1ccc(S(=O)(=O)Nc2ccccc2)cc1
?	Cc1cccc(-n2c(SCC(=O)Nc3ccccc3Cl)nc3n[nH]c(C)c3c2=N)c1
?	Cc1cccc(N2CCN(C(=O)c3ccc(NC(=O)c4nsc5ccccc45)cc3)CC2)c1C
9%	CCCN(CC1CCOC1)S(=O)(=O)c1ccc(OC)cc1 (stereo unspecified)
6%	COc1cc(NC(=O)COC(=O)c2ccccc2SCc2c(C)noc2C)cc(OC)c1
0%	CC(C)NC(=O)N(C1CC1)C1CCOC2(CCN(C(=O)NCc3ccccc3)CC2)C1 (stereo unspecified)
3%	CCc1cccc(CC)c1NC(=O)C(C)Sc1ccccc1 (stereo unspecified)
-8%	Cc1cc2c(cc1S(=O)(=O)N1CCC(C)CC1)OCC(=O)N2
-31%	CCOc1ccccc1CNC(=O)C1CCN(S(=O)(=O)c2c(C)noc2/C=C/c2ccccc2F)CC1
-12%	CCN(C1CCOCC1)C1CN(C(=O)c2ccnn2C)C1
-25%	CCNC(=O)NC(=O)C(C)Sc1nc(NCC)c2ccccc2n1 (stereo unspecified)
17%	C#CCN1CCC(C(=O)N(C)Cc2ccc(Br)o2)CC1
7%	O=C1CN(C(=S)NC(=O)c2ccccc2[N+](=O)[O-])CCN1
5%	CC(=O)c1ccc(C(C)(C)C)cc1
7%	CCN(CC)CCCNC(=O)CCNc1nc(Cl)nc2nc[nH]c12
11%	O=C(Nc1ccc(=O)n2c1[C@@H]1C[C@@H](CN(C(=O)Nc3ccc(F)cc3)C1)C2)c1ccc2c(c1)OCO2
17%	CCOC(=O)CC(NC(=O)c1cc2cc(Cl)cc(Cl)c2oc1=O)c1ccc(OC)cc1 (stereo unspecified)
-8%	COc1ccc(C(CC(=O)N(C)Cc2cc(C)no2)c2ccccc2)cc1 (stereo unspecified)
-18%	Cc1oc2ccc(OC(=O)c3ccccc3F)cc2c1C(=O)OC(C)C
3%	FC(F)(F)c1ccccc1/C=N/NC(=S)NCc1ccccc1

An excerpt from above in order of number of heavy atoms, ascending.
KDM5B inhibitor	Compound
14%	CNCCCNC(=O)/C=N/O
-30%	COc1cccc(-n2cc(C(=O)O)c3c2C(c2cccc(OC)c2OC)CC(=O)N3)c1 (stereo unspecified)
-8%	COc1ccc(OCc2nc(C)c(CCO)c(=O)n2CC(=O)Nc2ccc(C)c(C)c2)cc1

Continued:
KDM5B inhibitor	Compound
-24%	Cc1ccc(-n2c(=O)c3c(cnn3C)n(CC(=O)Nc3cccc(Cl)c3)c2=O)cc1
-1%	CCCS(=O)(=O)NCCc1noc(C)n1
?	COCCOC(=O)C1=C(C)NC(C)=C(C(=O)OCCOC)C1/C=C/c1ccccc1OC
?	N#Cc1ccc(S(=O)(=O)N2CCC3(CC2)CC2C(=O)NCCN2C3)cc1 (stereo unspecified)
86%[activator]	COc1cc(NC(=O)c2cc(C3CC3)nc3c2c(C)nn3-c2ccc(C)cc2)cc(OC)c1
11%	Cc1ccc(OC(C)C(=O)N2CCN(c3ccccn3)CC2)cc1 (stereo unspecified)
3%[115 µM]	CS(=O)(=O)N1CC2(CCCN(Cc3cccnc3)C2)Cc2ccccc21 (stereo unspecified)
?	Cc1cc2cc(-c3c(C)noc3C)nc(-c3ccnn3C)c2o1
-3%	Cn1c(=O)[nH]c(=O)c2c1nc(SCC(=O)Nc1ccccc1)n2Cc1cccc(Cl)c1
?	CCOc1ccc(CC(=O)NCc2nnc3ccc(-c4ccc(C)cc4)nn23)cc1

Next part, overlapping the part above by six compounds.
KDM5B inhibitor	Compound
86%[activator]	COc1cc(NC(=O)c2cc(C3CC3)nc3c2c(C)nn3-c2ccc(C)cc2)cc(OC)c1
11%	Cc1ccc(OC(C)C(=O)N2CCN(c3ccccn3)CC2)cc1 (stereo unspecified)
3%[115 µM]	CS(=O)(=O)N1CC2(CCCN(Cc3cccnc3)C2)Cc2ccccc21 (stereo unspecified)
?	Cc1cc2cc(-c3c(C)noc3C)nc(-c3ccnn3C)c2o1
-3%	Cn1c(=O)[nH]c(=O)c2c1nc(SCC(=O)Nc1ccccc1)n2Cc1cccc(Cl)c1
?	CCOc1ccc(CC(=O)NCc2nnc3ccc(-c4ccc(C)cc4)nn23)cc1
?	O=C(Cc1c[nH]c2ncc(-c3ccccc3Oc3ccccc3)cc12)NCc1cccnc1
?	CCN(CC)CCCNC(=O)c1cc2c(-c3cccc(OC)c3)nn(C)c2s1
-6%	Cc1noc(-c2cn(C3CCN(C(=O)c4ccc(F)cc4Cl)CC3)nn2)n1
19%	O=C(Oc1cccc(OC(=O)c2ccc(Cl)cc2Cl)c1)c1ccc(Cl)cc1Cl
10%	Cc1ncc(-c2ccc(S(=O)(=O)Nc3ccc(C)c(F)c3)cc2)o1
9%	CC(C)(C)C1CCc2sc(C(=O)NCc3cnc(-c4ccccc4)s3)cc2C1 (stereo unspecified)
-17%	COc1ccc(S(=O)(=O)Nc2c(C)n(C)n(-c3ccccc3)c2=O)cc1Br
-31%	CCCCOc1c(CNC(C)c2ncccc2C)cccc1OC (stereo unspecified)
-10%[86.2 µM]	COc1ccc(-c2nnc([C@H]3CCN(Cc4cccc(C#N)c4)C3)o2)cc1
?	Cc1c(CCC(=O)NC2Cc3ccccc3C2)c(=O)oc2cc(O)ccc12
18%	Cc1ccc(S(=O)(=O)NCCc2cccs2)cc1
-41%	CCn1nnc2cc(C(=O)Nc3nc(-c4ccc(C)c(C)c4)cs3)ccc21
-8%	CN(Cc1ccccc1)C(=O)C[C@@H]1O[C@H](CNC(=O)c2ccc(F)c(Cl)c2)[C@@H](O)[C@H]1O
i	COc1cccc(-c2cc3c(=O)n(CCNC(=O)Cc4ccc(Cl)cc4)ccn3n2)c1
-4%	Cc1nc(-n2nc(C)c(CCC(C)C)c2C)sc1C(=O)Nc1ccc(Cl)cc1
-13%	N#Cc1ccc(Cn2c(CN3CCCCC3)nc3scc(-c4cccs4)c3c2=O)cc1
21%	Cn1nc(C(=O)OCC(=O)c2ccc(Br)cc2)c2ccccc2c1=O
-3%[86.2 µM]	COCC(=O)N[C@@H](Cn1cc(Br)c(=O)[nH]c1=O)C(=O)O
-3%[86.2 µM]	COc1ccc(C(=O)N2C[C@@H]3OCC(=O)N(Cc4nccn4C)[C@@H]3C2)cc1
16%	C[N+](C)(CC(=O)O)C[Si](C)(C)C
-26%	CCOC(=O)c1c(-c2ccccc2)csc1NC(=O)c1cc(-c2ccc(Br)cc2)on1
-3%[149 µM]	C=CCNC(=O)c1cnn2c1CN([S+](C)(=O)[O-])CC2
-4%	Cc1cccc(Cn2cc(CN3CC(N(C)CCOC(=O)c4cc(C)cc(C)c4)CS3(=O)=O)nn2)c1 (stereo unspecified)
2%	COc1ccc(OC)c(NC(=O)COC(=O)c2cnc(C)cn2)c1
-20%	Cc1nc(N2CCOCC2)c2c(C(=O)NCc3ccc(Cl)cc3)c(C)oc2n1
-30%	Cc1cccc(NC(=O)C2CCCN(S(=O)(=O)c3c(C)noc3/C=C/N(C)C)C2)c1C (stereo unspecified)
14%	Cc1cccc(NC(=O)N2CCC(c3noc(-c4ccncc4)n3)C2)c1 (stereo unspecified)
?	O=c1c(N2CCCCC2)csc2ccc(F)cc12
13%	Cc1cc(C)n(CCCN(C)C(=O)c2cn(Cc3ccc(F)cc3)nn2)n1
-3%	O=C(Nc1ccc(OC(F)(F)F)cc1)C1CCCN1S(=O)(=O)c1cccc2nsnc12 (stereo unspecified)
3%	CCOc1ccccc1Oc1ccc(CNC(=O)Nc2cccnc2)cn1
5%	COc1ccccc1CNS(=O)(=O)c1ccc(N2C(=O)C(C)CS2(=O)=O)cc1 (stereo unspecified)
3%[149 µM]	O=C(c1cc(-c2cnccc2Cl)c2cccn2n1)N1CCOCC1
-17%	CC1CCN(C(=O)c2ccccc2OCC2CCCN(Cc3ccccn3)C2)CC1 (stereo unspecified)
?	COc1ccccc1CNC(=O)C1CCN(c2nc3ccc(C)cc3[nH]2)CC1
-25%	Cc1nn2c(-c3cccc(NC(=O)c4ccccc4)c3)nnc2c2ccccc12
-20%	Cc1nc(C)c(C(=O)N2CCCN(C(=O)C3CC3)C(c3ccccc3)CC(=O)NCC2)s1 (stereo unspecified)
-8%	CCCCCC(=O)NC(=S)NC1C2CC3CC(C2)CC1C3 (stereo unspecified)
5%	CCCNC(=O)N(C1CCOCC1)C1CCN(C(=O)Cc2c(F)cccc2Cl)CC1
-12%	COCC(C)Nc1ncnc2c1c(-c1ccccc1)cn2-c1cccc(C(F)(F)F)c1 (stereo unspecified)
-30%	CCCn1ccc2oc(C)c(C(=O)N3CCN(c4ccc(F)cc4)CC3)c2c1=O
?	N#CC1=C(N)Oc2cc(O)ccc2C1c1ccc(OCc2ccc(Br)cc2)cc1 (stereo unspecified)
